# IDE act: human IDE activators in live cells, primary screen, fluorescence polarization, HEK cells, FAbeta-B substrate; activation, % at 5.96 µM; Insulin-degrading enzyme (Homo sapiens), P14735; actives 0.073% (n = 340,000); FAbeta-B cleavage; 0% vehicle, 100% cell-free pure enzyme wells;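 active = activation above the mean of all tested compounds plus 3 SD, set per screening campaign, cut at about 17% in these data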
# Target sequence (P14735 whole entry, looked up): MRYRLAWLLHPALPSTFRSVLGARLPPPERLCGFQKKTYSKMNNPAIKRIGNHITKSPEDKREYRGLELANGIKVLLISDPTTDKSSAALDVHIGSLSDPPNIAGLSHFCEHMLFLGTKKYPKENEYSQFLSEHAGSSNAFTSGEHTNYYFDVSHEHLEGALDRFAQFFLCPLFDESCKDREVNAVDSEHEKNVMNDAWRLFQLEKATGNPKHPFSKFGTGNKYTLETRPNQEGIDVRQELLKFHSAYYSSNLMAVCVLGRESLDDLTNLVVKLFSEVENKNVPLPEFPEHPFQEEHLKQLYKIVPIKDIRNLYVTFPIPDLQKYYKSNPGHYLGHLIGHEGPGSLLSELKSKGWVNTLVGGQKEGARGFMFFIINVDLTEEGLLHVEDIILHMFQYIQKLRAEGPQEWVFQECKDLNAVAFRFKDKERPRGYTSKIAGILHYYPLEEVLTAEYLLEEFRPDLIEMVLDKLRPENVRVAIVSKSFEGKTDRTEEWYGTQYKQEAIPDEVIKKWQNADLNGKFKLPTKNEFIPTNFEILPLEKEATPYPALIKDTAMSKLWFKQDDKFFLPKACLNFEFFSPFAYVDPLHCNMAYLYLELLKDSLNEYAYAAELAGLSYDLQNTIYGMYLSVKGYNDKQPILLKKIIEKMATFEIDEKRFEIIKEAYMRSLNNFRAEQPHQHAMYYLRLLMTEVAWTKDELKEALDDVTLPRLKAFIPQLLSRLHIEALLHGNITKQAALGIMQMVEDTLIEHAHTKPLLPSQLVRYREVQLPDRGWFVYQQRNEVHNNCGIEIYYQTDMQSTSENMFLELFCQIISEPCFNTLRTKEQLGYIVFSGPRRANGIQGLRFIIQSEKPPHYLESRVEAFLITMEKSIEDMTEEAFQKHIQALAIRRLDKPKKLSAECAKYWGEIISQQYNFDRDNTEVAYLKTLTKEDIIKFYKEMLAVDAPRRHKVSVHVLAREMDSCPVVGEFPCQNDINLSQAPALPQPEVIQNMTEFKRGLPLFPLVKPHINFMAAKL
# IDE cell inh: human IDE inhibitors in live cells, primary screen, fluorescence polarization, HEK cells, FAbetaB substrate; AID 434962, 2010; Insulin-degrading enzyme (Homo sapiens), P14735; actives 0.41% (n = 320,000); FAbetaB cleavage; inhibition, % at 5.59 µM;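 active = percent inhibition above the average of all tested compounds plus 3 SD, set per screening campaign, cut at about 16% in these data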;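 note: IDE supplied by intact live HEK cells; FP after avidin binding of uncleaved biotin substrate so inhibition keeps polarization high; 0% = DMSO wells and 100% = 60 µM reference IDE inhibitor Ii1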
# An asterisk follows results filed as active. A portion of the library (hit frequency here may not be typical).
# The first three records as a preview:
SMILES,IDE act,IDE cell inh
COC(=O)c1c(C)[nH]c(C(=O)C(C)OC(=O)c2c(C)noc2C)c1C (stereo not given),4,-1
c1ccc2cc(CCCc3cc4ccccc4cn3)ncc2c1,3,-2
CCN(CC)c1ccc(NC(=O)CSc2nc3nc(C)cc(C)c3c(=O)[nH]2)cc1,2,-2

# The listing, repeating the preview:
SMILES,IDE act,IDE cell inh
COC(=O)c1c(C)[nH]c(C(=O)C(C)OC(=O)c2c(C)noc2C)c1C (stereo not given),4,-1
c1ccc2cc(CCCc3cc4ccccc4cn3)ncc2c1,3,-2
CCN(CC)c1ccc(NC(=O)CSc2nc3nc(C)cc(C)c3c(=O)[nH]2)cc1,2,-2
Cc1cc(C)n2nc(SCC(=O)NC(=O)c3ccccc3Cl)nc2n1,-5,3
COc1ccc(S(=O)(=O)N2CCOCC2)cc1NC(=O)CCCOc1ccc(Cl)cc1C,0,2
COc1c(OC)c2[nH]c(=O)cc3c4ccccc4n(c1=O)c23,1,2
COc1cccc(NC(=O)COC(=O)C2CC(=O)N(c3ccc(C)cc3)C2)c1 (stereo not given),4,3
Cc1cccc(C(=O)OCC(=O)NN2C(=O)NC3(CCC(C)CC3)C2=O)c1O (stereo not given),-1,1
O=C(/C=C/c1ccco1)N1CCN(S(=O)(=O)c2ccccc2)CC1,2,10
O=C(Cc1ccccc1)Nc1ncccn1,6,6
COCCn1c(SCC(=O)Nc2cccnc2Cl)nc2cc(Cl)ccc2c1=O,-1,-3
Cc1ccc(NC(=S)NCc2ccc(F)cc2)cc1,-2,-1
Cc1ccccc1OCC(=O)NCC(C)(C)N1CCOCC1,6,4
COc1ccc(NC(=O)CSc2nc(=O)n(CCN(C)C)c3c2CCCC3)cc1,-2,6
CC(C)NC(=O)N(C)C[C@H]1Oc2c(NS(=O)(=O)c3ccccc3)cccc2C(=O)N([C@H](C)CO)C[C@@H]1C,-3,2

# Pulled by structure from above:
SMILES,IDE act,IDE cell inh
COc1c(OC)c2[nH]c(=O)cc3c4ccccc4n(c1=O)c23,1,2
COc1ccc(S(=O)(=O)N2CCOCC2)cc1NC(=O)CCCOc1ccc(Cl)cc1C,0,2
COC(=O)c1c(C)[nH]c(C(=O)C(C)OC(=O)c2c(C)noc2C)c1C (stereo not given),4,-1
COc1ccc(NC(=O)CSc2nc(=O)n(CCN(C)C)c3c2CCCC3)cc1,-2,6
CC(C)NC(=O)N(C)C[C@H]1Oc2c(NS(=O)(=O)c3ccccc3)cccc2C(=O)N([C@H](C)CO)C[C@@H]1C,-3,2
Cc1cc(C)n2nc(SCC(=O)NC(=O)c3ccccc3Cl)nc2n1,-5,3
Cc1ccc(NC(=S)NCc2ccc(F)cc2)cc1,-2,-1

# The list continues.
SMILES,IDE act,IDE cell inh
O=C(COC(=O)C1CC2CCCC(C1)C2=O)NNC(=O)c1ccccc1Br (stereo not given),3,7
COc1ccc(-c2ccc(N)cn2)cn1,4,-1
NC(=O)NCC(=O)N1CCN(S(=O)(=O)c2ccc(Cl)s2)CC1,2,1
CCN(CC(=O)Nc1ccc(NC(C)=O)cc1)C(=O)CCCc1nc2ccccc2c(=O)[nH]1,4,3
O=C(COC(=O)c1ccc(F)cc1Cl)NC1CCCCCCC1,-2,0
O=C(CSc1nnc2ccccn12)NC(=O)c1cccc([N+](=O)[O-])c1,-1,4
CC(C)Oc1ccc(S(=O)(=O)N2CCOCC2)cc1NC(=O)c1cc([N+](=O)[O-])ccc1N1CCOCC1,-3,3
COc1ccccc1NS(=O)(=O)c1cccc(C(=O)OCC(=O)NC2CC2)c1,0,10
O=[N+]([O-])c1ccccc1CS(=O)(=O)c1ccccc1,2,6
CN(C(=O)COC(=O)c1cccc(S(=O)(=O)N2CCOCC2)c1)C1CCS(=O)(=O)C1 (stereo not given),2,0
Cc1ccccc1-c1cc(C(=O)NCc2ccc(OC(F)(F)F)cc2)n(CC2CC(c3cccnc3)=NO2)n1 (stereo not given),4,0
Cn1c(N)c(C(=O)COC(=O)/C=C/c2ccc(F)cc2)c(=O)n(C)c1=O,0,3
COc1ccc(Cl)cc1NC(=O)CN(C)C(=O)c1cc(-c2ccncc2)nc2ccccc12,-2,3
Cc1ccc(NC(=O)CN2C(=O)NC3(CCCCCCC3)C2=O)cc1C,5,0
CCCNC(=O)C(Cc1ccc(C(F)(F)F)cc1)NC(=O)c1ccc2ccccc2n1 (stereo not given),6,-3
COc1ccc(-c2coc3cc(OC(C)=O)c(OC)cc3c2=O)cc1,0,-1
CSCC[C@H](NC(=O)C1CCN(S(=O)(=O)c2ccc(C)cc2C)CC1)c1nc2ccccc2[nH]1,-4,-2
O=C(CCNC(=O)c1ccc(Br)cc1)NCCCN1CCCC1=O,1,-3
COc1ccc(CNC(=O)CN(c2ccc(C(C)=O)cc2)S(=O)(=O)c2ccc(C)cc2)cc1OC,-1,2
COc1ccccc1C/C(N)=N/OC(=O)COc1ccc(C)cc1,2,3
O=C(NC1CC1)c1cccc(NC(=O)c2cnn(-c3ccccc3)n2)c1,0,2
CC1CN(S(=O)(=O)c2cc(C(=O)NCCCN3CCCC3=O)ccc2Cl)CC(C)O1 (stereo not given),8,4
O=C(NCc1ccccc1CN1CCCCC1)c1ccccc1N1CCCC1=O,0,-1
Cn1c(N)c(C(=O)COC(=O)c2cc3ccccc3cc2O)c(=O)n(C)c1=O,0,4
CCS(=O)(=O)N1Cc2ccccc2CC1C(=O)N(C)CC(=O)Nc1ccc(OC)cc1 (stereo not given),4,1
CCCCN(C(=O)c1ccc([N+](=O)[O-])s1)c1c(N)n(CCCC)c(=O)[nH]c1=O,3,1
COc1ccccc1CCC(=O)OC(C)C(=O)Nc1c(C)n(C)n(-c2ccccc2)c1=O (stereo not given),5,-9
Cc1csc(SCC(=O)NC2CCC(C)CC2)n1 (stereo not given),1,-11
O=C(Nc1ccncc1)c1cc(S(=O)(=O)N2CCCC2)ccc1Cl,3,0
CC1CCN(C(=O)c2[nH]cnc2C(=O)Nc2nccs2)CC1,-2,2
CCCN(C(=O)C1=COCCO1)c1c(N)n(Cc2ccccc2)c(=O)[nH]c1=O,5,3
CCOC(=O)[C@H]1[C@H]2COc3ccc(Br)cc3[C@@H]2N2C(=O)c3ccc(C)cc3NC(=O)[C@@]12C,3,1
CNC[C@@H]1Oc2ccc(NS(=O)(=O)c3ccc(Cl)cc3)cc2C(=O)N([C@H](C)CO)C[C@@H]1C,3,-2
COc1ccccc1NC(=O)CSc1nc2[nH]ncc2c(=O)[nH]1,-3,5
O=C(COC(=O)CCC(=O)c1cccs1)Nc1ccc(F)c(F)c1F,-2,8
O=C(c1ccc(N2CCCC2=O)cc1)N1CCN(c2ccccc2Cl)CC1,2,11
CSc1ncnc2c1ccn2CC(=O)Nc1ccc(C)c(C)c1,4,1
C=CCN1C(=O)c2ccc(C(=O)NCC(=O)Nc3c(C)cc(C)cc3C)cc2C1=O,5,4
O=C(NCC1CCCN1S(=O)(=O)c1cccs1)c1ccc(F)cc1 (stereo not given),3,-4
CCOC(=O)C1=C(COC(=O)/C=C/c2ccc(OC)c(OC)c2)NC(=O)NC1C (stereo not given),5,-3
CSc1ccc(Cl)c(C(=O)NNC(=O)c2cccs2)c1,5,0
O=C(C1=C(O)C(=O)N(Cc2cccnc2)C1c1cccc(Oc2ccccc2)c1)c1ccco1 (stereo not given),3,5
Cc1ccc(OCCC(=O)Nc2ccc(S(=O)(=O)Nc3nccs3)cc2)cc1,-2,1
O=C1N[C@@H](Cc2ccccc2)COC(=O)[C@H](Cc2ccc(F)cc2)CC/C=C/C[C@H]1CC(=O)N(CCO)Cc1ccccc1,7,1
CC[C@]12c3[nH]c4ccccc4c3CCN1C(=O)C(CC(=O)NCCc1ccccn1)C[C@@H]2C(=O)N1CCN(C(=O)c2ccco2)CC1 (stereo not given in full),7,-3

# Arranged by formula weight (high to low): part of the list above.
SMILES,IDE act,IDE cell inh
O=C1N[C@@H](Cc2ccccc2)COC(=O)[C@H](Cc2ccc(F)cc2)CC/C=C/C[C@H]1CC(=O)N(CCO)Cc1ccccc1,7,1
Cc1ccc(OCCC(=O)Nc2ccc(S(=O)(=O)Nc3nccs3)cc2)cc1,-2,1
C=CCN1C(=O)c2ccc(C(=O)NCC(=O)Nc3c(C)cc(C)cc3C)cc2C1=O,5,4
O=C(c1ccc(N2CCCC2=O)cc1)N1CCN(c2ccccc2Cl)CC1,2,11
CSc1ccc(Cl)c(C(=O)NNC(=O)c2cccs2)c1,5,0

# Other structures
SMILES,IDE act,IDE cell inh
CC(=O)NCCc1ccc(C(=O)CSc2nnc(C3CC3)n2C2CC2)cc1,0,3
CC(NC(=O)c1ccc(Br)o1)c1ccc(-n2ccnc2)cc1 (stereo not given),1,-2
Cc1cc(N)ccc1-n1nc2ccccc2n1,-1,3
Cn1c(=O)c2c(nc(N3CCC(C(N)=O)CC3)n2CCSc2nc3ccccc3s2)n(C)c1=O,4,6
COC(=O)[C@]1(C)N[C@H](CN(C)C(=O)c2ccc(C(C)(C)C)cc2)[C@@H]2C(=O)N(Cc3ccccc3)C(=O)[C@@H]21,5,-3
O=C(COc1coc(CN2CCCc3ccccc32)cc1=O)Nc1ccccc1,3,0
Cc1ccc(S(=O)(=O)c2nc(Cc3ccccc3)oc2N2CCOCC2)cc1,1,0
O=C(CN1C(=O)C(=O)N(Cc2ccccc2)C1=O)c1ccc[nH]1,17,-1
CC1CCCC(C)N1C(=O)COC(=O)c1ccccc1O (stereo not given),2,-2
CC(=O)c1cccc(NC(=O)C(C)OC(=O)C2=NNC(=O)CC2)c1 (stereo not given),-1,-4
CCC(C)Sc1cc(-c2nc3ccc(C)cn3c2NCc2ccccc2)ccc1OC (stereo not given),14,-4
N#CC1(NC(=O)CN2C(=O)NC(Cc3c[nH]c4ccccc34)C2=O)CCCCC1 (stereo not given),-1,-3
CC(OC(=O)c1cccs1)C(=O)NC1CCCCC1C (stereo not given),-1,5
Cc1ccc(S(=O)(=O)NCCC(=O)OCC(=O)N(Cc2ccccc2)C(C)(C)C)cc1,4,8
O=C(Nc1ccc(Cl)c(Cl)c1)C1CCN(C(=O)c2ccco2)CC1,-3,7
CC(=O)c1c(C)[nH]c(C(=O)COC(=O)COc2ccccc2F)c1C,-2,2
COc1ccc([C@H]2/C=C\CN(S(=O)(=O)/C=C/c3ccccc3)[C@@H](C)C(=O)N2Cc2ccc(F)cc2)cc1,4,3
CC(NC(=O)COC(=O)Cc1ccc(Cl)cc1)c1ccccc1 (stereo not given),-3,2
O=C(Oc1ccc([N+](=O)[O-])cc1)C1CC(=O)N(c2ccc3c(c2)OCCO3)C1 (stereo not given),1,-1
Cn1c(=O)[nH]c(=O)c2c1nc(N1CCCCC1)n2CCSc1ncccn1,0,1
CC(C)CC1(C)NC(=O)N(CC(=O)N2C(C)CCCC2C)C1=O (stereo not given),6,0
Cc1cc(C(=O)NCc2ccco2)sc1C,4,-2
COc1ccc(C2=Nn3c(nnc3-c3ccccc3F)SC2)cc1OC1CCCC1,5,4
Cc1nc(-c2ccc(F)cc2)c(CC(=O)N(C)CC(=O)Nc2ccccc2C(F)(F)F)s1,3,0
CCOC(=O)c1c(NC(=O)COC(=O)c2ccccn2)sc(C(=O)N(C)C)c1C,-7,10
